Screens as filed in PubChem BioAssay.
GSTO1 inh – counter-screen for RBBP9 inhibitors: inhibitors of human GSTO1; hit rate 1.1% among 300,000; inhibition, % at 5.96 µM; recombinant GSTO1, activity-based probe fluorescence polarization; P78417; AID 1974;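 active = inhibition above the campaign mean inhibition plus 3 SD, cut at about 35% in these data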;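 also: 0% = GSTO1-1 with DMSO and 100% = wells lacking GSTO1-1 enzyme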
Target sequence (P78417 whole entry, looked up): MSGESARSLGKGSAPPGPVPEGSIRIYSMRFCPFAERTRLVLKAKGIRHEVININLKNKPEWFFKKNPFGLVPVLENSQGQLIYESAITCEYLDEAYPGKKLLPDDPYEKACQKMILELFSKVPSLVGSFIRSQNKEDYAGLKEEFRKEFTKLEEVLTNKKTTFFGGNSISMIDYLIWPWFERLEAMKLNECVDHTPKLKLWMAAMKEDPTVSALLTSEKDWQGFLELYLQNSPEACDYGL
PAFAH1B3 FP inh – inhibitors of human PAFAH1B3; Q15102; recombinant PAFAH1B3, FP-rhodamine probe, fluorescence polarization; inhibition, % at 3.39 µM; hit rate 0.28% among 340,000; AID 492972;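 active = inhibition above the screen-wide average of all tested compounds plus 3 SD, cut at about 25% in these data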;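 also: 0% = enzyme with DMSO only and 100% = wells lacking PAFAH1B3 protein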
PAD4 inh – inhibitors of human PAD4; Q9UM07; recombinant PAD4, RCA probe fluorescence polarization; inhibition, % at 6.36 µM; hit rate 0.41% among 330,000;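 active = percent inhibition above a cutoff equal to the mean of all tested compounds plus 3 SD, cut at about 15% in these data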;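 also: 0% = PAD4 with RCA probe and DMSO and 100% = probe without PAD4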
LYPLA1 counter – LYPLA1 (human) inhibition in PME1 counter-screen; hit rate 0.16% among 320,000; recombinant LYPLA1, FP-Rh probe fluorescence polarization; O75608; AID 2174; inhibition, % at 5.9 µM;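 active = inhibition above the mean of all tested compounds plus 3 SD, set per campaign, cut at about 14% in these data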;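 also: inhibitors block serine hydrolase probe labeling of LYPLA1 so polarization falls; 0% = enzyme with DMSO and 100% = wells lacking LYPLA1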
PAFAH1B2 FP inh – inhibitors of human PAFAH1B2. hit rate 1.2% among 340,000. inhibition, % at 3.39 µM. P68402. recombinant PAFAH1B2, FP-rhodamine activity probe, fluorescence polarization. AID 492953;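 active = inhibition above the mean of all tested compounds plus 3 SD, cut at about 24% in these data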;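 also: 0% = enzyme with DMSO and 100% = wells lacking PAFAH1B2; many of its hits are not listed in these tables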
pPAFAH FP inh – pPAFAH (human) enzyme inhibition | Q13093 | hit rate 1.5% among 330,000 | inhibition, % at 3.39 µM | recombinant pPAFAH, FP-rhodamine probe fluorescence polarization | AID 463082;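 active = inhibition above the mean inhibition across the screen plus 3 SD, cut at about 25% in these data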;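 also: inhibitors block binding of the rhodamine activity-based probe so polarization drops; 0% = enzyme with DMSO and 100% = wells lacking pPAFAH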
Target sequence (Q13093 whole entry, looked up): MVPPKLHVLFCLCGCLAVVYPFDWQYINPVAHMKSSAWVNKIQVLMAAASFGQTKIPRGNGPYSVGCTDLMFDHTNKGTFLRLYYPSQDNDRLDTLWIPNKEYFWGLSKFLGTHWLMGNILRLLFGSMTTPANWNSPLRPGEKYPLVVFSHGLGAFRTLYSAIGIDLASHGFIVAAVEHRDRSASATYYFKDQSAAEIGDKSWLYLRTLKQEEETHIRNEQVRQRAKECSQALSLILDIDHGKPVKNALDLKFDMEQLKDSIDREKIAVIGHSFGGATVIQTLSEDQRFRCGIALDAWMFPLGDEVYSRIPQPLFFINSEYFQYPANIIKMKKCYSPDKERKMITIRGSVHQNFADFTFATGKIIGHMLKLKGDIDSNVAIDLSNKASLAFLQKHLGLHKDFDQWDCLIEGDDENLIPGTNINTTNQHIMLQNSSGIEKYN
PREPL inh – inhibitors of human prolyl oligopeptidase-like enzyme PREPL | AID 2751 | Q4J6C6 | inhibition, % at 5.96 µM | recombinant PREPL, fluorescence polarization activity-based probe | hit rate 0.68% among 320,000; in the data active = inhibition above about 43%;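 also: 0% = enzyme with DMSO and 100% = wells lacking enzyme; many of its hits are not listed in these tables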
LYPLA2 counter – counter-screen for PME1 inhibitors: inhibitors of human LYPLA2. O95372. recombinant LYPLA2, FP-Rh probe fluorescence polarization. inhibition, % at 5.9 µM. hit rate 0.38% among 320,000;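 active = inhibition above the screen-wide mean plus 3 SD, limit set per campaign, cut at about 26% in these data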;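 also: 0% = LYPLA2 with DMSO and 100% = wells lacking LYPLA2 enzyme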
Target sequence (O95372 whole entry, looked up): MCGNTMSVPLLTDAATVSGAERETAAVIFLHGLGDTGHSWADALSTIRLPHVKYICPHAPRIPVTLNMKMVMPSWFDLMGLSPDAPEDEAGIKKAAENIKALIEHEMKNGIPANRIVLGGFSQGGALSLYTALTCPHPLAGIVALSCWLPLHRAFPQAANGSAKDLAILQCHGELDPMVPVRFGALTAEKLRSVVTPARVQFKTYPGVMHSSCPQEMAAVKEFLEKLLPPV
PAFAH2 FP inh – inhibitors of human PAFAH2. recombinant PAFAH2, FP-rhodamine activity probe, fluorescence polarization. inhibition, % at 3.39 µM. hit rate 0.99% among 340,000. Q99487. AID 492956;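 active = inhibition above the mean over all tested compounds plus 3 SD, cut at about 30% in these data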;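 also: inhibitors block probe labeling of enzyme so polarization drops; 0% = enzyme with DMSO and 100% = wells lacking PAFAH2 protein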
Numbers without * were called inactive; / = no result given. The list is partial, so the mix of outcomes need not match the whole.

SMILES	GSTO1 inh	PAFAH1B3 FP inh	PAD4 inh	LYPLA1 counter	PAFAH1B2 FP inh	pPAFAH FP inh	PREPL inh	LYPLA2 counter	PAFAH2 FP inh
O=C(COc1ccc2c3c(c(=O)oc2c1)CCC3)N[C@@H](CSCc1ccccc1)C(=O)O	0	7	-2	3	7	2	4	3	-2
CCOc1ccc(NC(=O)CCNS(=O)(=O)c2ccc3c(c2)CCC(=O)N3)cc1	1	3	0	2	2	3	7	-5	-8
COc1ccc(CN2CCN(Cc3ccc(C(F)(F)F)cc3)CC2)c(OC)c1	4	6	-1	-7	8	-7	-5	-3	-4
COc1ccc(NC(=O)c2cc(Br)c(Br)s2)cn1	-12	2	-4	-14	-2	-4	5	-10	-11
O=C(NC(=S)N1CCOCC1)c1cn(-c2ccccc2)nc1-c1ccc(F)cc1	/	5	-3	-3	0	-6	13	2	1
CCOc1cccc(/C=N/NC(=S)Nc2cc(S(=O)(=O)N3CCOCC3)ccc2N2CCOCC2)c1O	-66	10	3	2	3	9	22	34*	18
COc1ccc(C2C(C(=O)N3CC(C)CC(C)C3)c3ccccc3C(=O)N2C)cc1 (stereo unspecified)	5	3	0	2	-3	3	3	-3	-10
COc1ccccc1C(=O)N/C(=C\c1ccc2c(c1)OCO2)C(=O)NCCc1nc2ccccc2[nH]1	-3	1	4	0	7	1	-7	-1	-5
NC(=O)NC1NC(=O)NC1=O (stereo unspecified)	0	12	-2	-2	3	0	-5	11	8
O=C(COc1ccccc1C(=O)c1cnn(-c2ccccc2)c1)Nc1ccccc1	2	-1	-2	-8	-5	-1	-12	-25	-7
CCN(CC)S(=O)(=O)c1ccc(NC(=O)Nc2cccc(C(F)(F)F)c2)cc1	-80	-106	-2	-66	-58	-71	-23	-143	-96
O=C(COC(=O)C12CC3CC(CC(O)(C3)C1)C2)Nc1ccccc1OC(F)F	-5	5	-1	1	8	4	-8	1	21
Cc1cccc(Cn2c(-c3ccc[nH]c3=O)nc3ccccc32)c1	-6	6	7	1	-3	-2	19	-5	4
COc1cc(C(CC(=O)O)n2cnnn2)ccc1OC(C)C (stereo unspecified)	2	/	-4	2	/	3	0	2	/
CCOc1ccc2c(c1)C(C)=CC(C)(C)N2S(=O)(=O)c1ccc(F)cc1	-4	2	-3	-1	-12	8	-6	-7	-7
O=C(O)Cn1nc2c3c(cccc3c1=O)-c1ccccc1-2	6	10	2	-4	5	-3	-7	-2	6
COc1ccc(NS(=O)(=O)N2CCOCC2)cc1	-3	6	2	-1	-2	3	2	0	0
CCc1oc(C(=O)OC)cc1CSC(=N)N	11	-1	0	3	3	5	14	5	6
CCn1c(SCC(=O)N/N=C/C=C\c2ccccc2[N+](=O)[O-])nc2ccccc21	9	5	-3	-6	6	4	1	-2	7
O=c1c(OC2OC(CO)C(O)C(O)C2OC2OC(CO)C(O)C(O)C2OC2OC(CO)C(O)C(O)C2O)c(-c2ccc(O)c(O)c2)oc2cc(O)cc(O)c12 (stereo unspecified)	9	12	-1	-6	4	10	6	-4	5
C/C(=N\NC(=O)c1cccc(Cl)c1)C1C(=O)c2ccccc2C1=O	3	21	1	24*	13	20	0	7	24
Cc1ccccc1-c1nn[nH]n1	4	7	-5	4	2	0	17	4	-5
CCC(C)NC(=O)c1cn(CC)c2ccc(S(=O)(=O)N(C)C)cc2c1=O (stereo unspecified)	1	5	-5	-2	2	-6	14	-1	2
CCOC(=O)[C@@H]1[C@H]2COc3ccc(Br)cc3[C@@H]2N2C(=O)N(c3ccc(Cl)cc3)C(=O)[C@]12C	1	-2	-3	-1	10	3	-44	-1	9
Cc1ccc(OCC(=O)Nc2cccc(S(=O)(=O)N3CCCCCC3)c2)c([N+](=O)[O-])n1	2	4	-2	-1	3	3	-10	3	-4
O=[N+]([O-])c1cc2c(cc1CN1CCN(c3ccccc3)CC1)OCO2	21	7	-3	1	-2	3	12	2	-3
COc1ccc(CN(C)C(=O)c2oc3ccccc3c2CSC)cc1F	-1	13	-2	-3	-2	8	-5	-5	-7
O=C1CCCC2=C1C(O)(C(F)(F)F)C(=O)N2Cc1ccccc1 (stereo unspecified)	4	5	-5	2	-1	-1	5	1	-5
FCCCOc1ccc(-c2nccc(-c3ccc(Br)cc3)n2)cc1	7	0	0	-4	0	-1	-8	3	-8
CCN(CC)C(=O)CSc1nc2[nH]ncc2c(=O)[nH]1	4	-5	-4	-3	-1	5	1	4	2
COc1cccc(C2CC(c3ccc(C)cc3)=NN2C(=O)c2ccccc2F)c1OC (stereo unspecified)	-4	6	1	0	1	4	9	5	-2
Cc1nc2ccccc2nc1Nc1cccc(Cl)c1	-6	4	-2	-4	-1	6	-2	2	5
Cc1cc2nc(C3CCCN(C(=S)Nc4ccccc4C)C3)[nH]c2cc1C (stereo unspecified)	-6	0	1	1	2	-2	7	-2	-1
O=C(c1cccs1)C1C(c2ccc(Br)cc2)NC(=S)NC1(O)C(F)(F)F (stereo unspecified)	4	-2	0	-4	3	5	-52	-2	0
O=C(NCCc1cccc(Cl)c1)c1cccnc1	2	-8	-4	3	-3	-1	-1	-1	-7
O=C(CN1CCOCC1)Nc1ccc(S(=O)(=O)N2CCCCCC2)cc1	8	-5	0	0	7	11	4	-3	-1
Cc1c(C(=O)NCc2ccc3c(c2)OCO3)oc2ccc(S(=O)(=O)N3CCCCCC3)cc12	-12	5	0	-9	7	-4	-4	-2	-3
N/C(=N\OC(=O)c1cccc([N+](=O)[O-])c1)c1ccccn1	2	9	2	-1	4	3	5	1	2
COc1cc(C(C)=O)ccc1OCC(O)CN1CCN(c2c(C)cccc2C)CC1 (stereo unspecified)	14	7	-5	2	1	-8	3	-6	1
COc1ccc(/C=N/NS(=O)(=O)c2ccccc2)cc1OC(=O)c1ccc(C)cc1	-2	0	-8	-3	6	4	9	-3	12
COc1cccc(C(=O)C[n+]2cccc3cc(OC)ccc32)c1	/	9	-4	1	0	2	16	4	-2
COc1ccc(N=CC=C2OC(C)(C)C(C)(C)O2)cc1OC	4	7	-3	1	1	6	9	1	7
Cc1ccc(C(=O)Nc2cccc(-c3ccc(N4CCOCC4)nn3)c2)cc1C	-15	0	0	-3	-2	2	17	2	1
CCOc1ccc(-c2cc(CCCC(=O)NCc3ccc(C)cc3)no2)cc1	10	0	-5	7	1	7	-9	3	0
COc1ccc2[nH]c(=O)c(CN(CCCN(C)C)C(=O)Nc3ccccc3)cc2c1	3	6	1	-3	2	-2	-6	-5	-2
Cc1ccc(-c2nc(C#N)c(N3CCCCC3)o2)cc1	-2	5	0	0	6	8	6	0	11
O=C(CSc1ncn[nH]1)Nc1cc(S(=O)(=O)N2CCCC2)ccc1Cl	2	3	-2	-2	5	4	0	-4	-2
CS(=O)(=O)c1nc(S(=O)(=O)c2ccc(Cl)cc2)c(NCCCn2ccnc2)s1	2	9	-9	4	-4	-1	10	10	-2
O=C(C1CCN(S(=O)(=O)N2CCC3(CC2)OCCO3)CC1)N1CCc2ccccc2C1	3	12	-1	0	2	0	3	2	1
CN(C)CCCOc1nn(Cc2ccccc2)c2ccccc12	-1	12	-1	4	9	1	30	6	1
CN1C(=O)N(c2cccc3ccccc23)C(n2cncn2)C1(C)C (stereo unspecified)	-4	-2	-2	-1	-2	3	0	1	-4
CC(C)NC(=O)NC(=O)COC(=O)c1ccc(NC(=O)CC#N)cc1	-10	8	-1	0	1	-2	-10	-7	14
CC1CCc2sc3nc(N4CCN(CCO)CC4)n4ncnc4c3c2C1 (stereo unspecified)	-2	6	1	6	-4	1	16	-1	2
CN(Cc1cnn(C)c1)Cc1nc(Cc2ccccc2Cl)no1	3	1	0	1	4	-2	10	1	5
COc1ccc(S(=O)(=O)N2CCc3cc4c(cc3C2C)OCCCO4)cc1 (stereo unspecified)	3	5	3	-1	6	0	15	4	9
Cc1cc(C)cc(OCC(=O)NNC(=O)c2ccoc2C)c1	4	-2	2	0	1	-2	9	0	-5
Cc1cc(C(=O)COC(=O)Cn2cnc3c2c(=O)n(C)c(=O)n3C)c(C)n1C	-5	9	-4	-2	12	1	3	-3	7
CC(=O)OCP(C)(=O)COC(C)=O	-2	-1	-5	3	0	3	7	2	-2
Cc1ccc2cc(CCNC(=O)c3cccc([N+](=O)[O-])c3)c(=O)[nH]c2c1	2	-5	-1	0	6	5	-2	9	-1
O=S(=O)(NCc1ccccn1)c1ccc(Cl)s1	3	5	0	-1	8	2	-1	-2	-4

Quoted at random: 4 compounds from above.
SMILES	GSTO1 inh	PAFAH1B3 FP inh	PAD4 inh	LYPLA1 counter	PAFAH1B2 FP inh	pPAFAH FP inh	PREPL inh	LYPLA2 counter	PAFAH2 FP inh
O=C(NCCc1cccc(Cl)c1)c1cccnc1	2	-8	-4	3	-3	-1	-1	-1	-7
COc1ccc2[nH]c(=O)c(CN(CCCN(C)C)C(=O)Nc3ccccc3)cc2c1	3	6	1	-3	2	-2	-6	-5	-2
COc1cc(C(C)=O)ccc1OCC(O)CN1CCN(c2c(C)cccc2C)CC1 (stereo unspecified)	14	7	-5	2	1	-8	3	-6	1
C/C(=N\NC(=O)c1cccc(Cl)c1)C1C(=O)c2ccccc2C1=O	3	21	1	24*	13	20	0	7	24

The listing continues.
SMILES	GSTO1 inh	PAFAH1B3 FP inh	PAD4 inh	LYPLA1 counter	PAFAH1B2 FP inh	pPAFAH FP inh	PREPL inh	LYPLA2 counter	PAFAH2 FP inh
CCOC(=O)C1CCN(CC(O)COCc2ccc(Cl)cc2)CC1 (stereo unspecified)	-1	1	-2	-2	3	3	15	0	0
COc1ccc(N(CC(=O)O)S(=O)(=O)c2ccc(C)cc2)cc1Cl	2	6	-4	2	3	5	1	-3	11
NNc1nc(-c2ccccc2)cc(-c2ccccc2)n1	-6	-5	2	-8	0	1	6	-16	2
Cc1ccc(OCC(=O)N(Cc2ccc(C)o2)C2CCS(=O)(=O)C2)cc1 (stereo unspecified)	3	3	-2	-2	-1	4	3	-3	-6
O=C(C1CCCO1)N1CCN(S(=O)(=O)c2cccc3nsnc23)CC1 (stereo unspecified)	2	-2	-1	0	1	3	3	-1	9
COCCCN(C(=S)Nc1c(C)cc(C)cc1C)C(C)c1ccncc1 (stereo unspecified)	2	6	1	5	1	6	7	8	-1
CCCNC(=O)COCc1cc(-c2ccc3c(c2)OCO3)on1	1	9	-1	0	3	8	5	-3	0
CC(=O)N1CCN(C(=O)c2ccco2)CC1	3	7	0	2	-1	-3	8	-4	1
Cc1cc(C)nc(N(C#N)Cc2cccc([N+](=O)[O-])c2)n1	7	-2	4	5	7	1	3	9	2
O=[N+]([O-])c1ccc2nc(NS(=O)(=O)c3ccccc3[N+](=O)[O-])sc2c1	6	3	-5	-2	3	8	-5	-6	8
COc1cc(/C=C(\NC(C)=O)C(=O)Nc2ccc(NC(C)=O)cc2)ccc1OC(C)=O	8	12	4	5	7	-1	25	7	-3
Cc1cccc(/C(N)=N/OC(=O)CCCc2ccccc2)c1	3	5	2	-3	19	1	-1	-3	-5
COc1ccc(CNC(=O)C2CCN(S(=O)(=O)N3CC(C)CC(C)C3)CC2)cc1 (stereo unspecified)	2	10	-1	2	4	8	0	2	8
Cc1cccc(N(C)C(=O)c2cnn(-c3ccccc3)c2C)c1	5	-3	2	4	1	5	1	-4	2
COc1cc(OC)c(C2C(C#N)=C(N)OC3=C2C(=O)CC(C)C3)cc1OC (stereo unspecified)	7	2	1	2	4	0	-4	2	0
COc1ccccc1CNC(=O)c1oc2ccc(S(=O)(=O)N3CCOCC3)cc2c1C	1	-7	-2	5	0	9	0	12	-1
